RAD52 anneal inh – RAD52 (human) annealing inhibition; P43351; recombinant RAD52 DNA annealing, FRET fluorescence; inhibition, % at 18.7 µM; actives 0.46% (n = 360,000); AID 651710;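 active = every replicate showing at least 50% inhibition; inconclusive = mean inhibition at least 50% but not in every replicate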
Target sequence (P43351 whole entry, looked up): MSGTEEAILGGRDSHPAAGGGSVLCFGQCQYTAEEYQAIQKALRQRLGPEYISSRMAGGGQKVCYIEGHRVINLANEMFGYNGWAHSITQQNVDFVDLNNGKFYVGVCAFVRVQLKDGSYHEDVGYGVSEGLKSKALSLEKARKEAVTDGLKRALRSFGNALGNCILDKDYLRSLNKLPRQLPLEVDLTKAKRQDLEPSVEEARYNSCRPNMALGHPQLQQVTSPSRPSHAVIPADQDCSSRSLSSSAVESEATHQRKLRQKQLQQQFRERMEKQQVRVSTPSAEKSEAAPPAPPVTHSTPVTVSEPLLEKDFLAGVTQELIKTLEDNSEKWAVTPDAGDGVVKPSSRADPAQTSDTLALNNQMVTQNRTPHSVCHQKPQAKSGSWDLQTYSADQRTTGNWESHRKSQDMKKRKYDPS
E-sel inducer – induces E-selectin expression in human endothelial cells; AID 686992; activation, % at 7.58 µM; actives 0.37% (n = 260,000); HUVEC E-selectin immunofluorescence imaging; normalized: neutral wells 0, TNF-alpha wells 100;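 active = mean E-selectin-positive cell signal at least 10% of the positive control, reached in at least 60% of replicates, without over 20% cell loss; inconclusive = no rule given, readout overlaps actives, possibly toxicity-flagged; inactive = the rest, including those meeting only one limit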;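 also: in these data hits start at about 27%; measured in HUVEC primary endothelial cells; signal is the percent of cells scored E-selectin positive by PE staining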
Target sequence (P16581 whole entry, looked up): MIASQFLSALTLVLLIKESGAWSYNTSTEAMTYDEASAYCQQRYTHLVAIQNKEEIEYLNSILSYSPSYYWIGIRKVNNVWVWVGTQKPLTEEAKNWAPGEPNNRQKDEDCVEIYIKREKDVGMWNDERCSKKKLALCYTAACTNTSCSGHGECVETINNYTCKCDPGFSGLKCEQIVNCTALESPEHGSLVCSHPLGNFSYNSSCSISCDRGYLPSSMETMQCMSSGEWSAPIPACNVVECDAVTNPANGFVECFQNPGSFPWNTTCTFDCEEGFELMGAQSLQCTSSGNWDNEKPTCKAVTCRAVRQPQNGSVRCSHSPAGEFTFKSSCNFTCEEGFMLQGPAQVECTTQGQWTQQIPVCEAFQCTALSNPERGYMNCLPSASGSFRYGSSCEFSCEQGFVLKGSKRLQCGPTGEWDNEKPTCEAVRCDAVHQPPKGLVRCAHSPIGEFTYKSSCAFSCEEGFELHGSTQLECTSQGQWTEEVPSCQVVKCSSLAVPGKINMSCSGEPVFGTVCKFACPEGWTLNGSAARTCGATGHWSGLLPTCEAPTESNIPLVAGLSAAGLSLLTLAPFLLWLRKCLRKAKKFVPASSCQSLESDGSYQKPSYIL
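material = human umbilical vein endothelial cells (HUVEC), E-selectin induction | quantity = 3,000 cells/well | medium = EGM-2 growth medium on 0.1% gelatin-coated wells | technique = immunofluorescence imaging | read-out basis = % PE-positive cells | control set = TNF-alpha positive control, DMSO neutral control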
ERAP1 HTS inh – blocks human ERAP1 aminopeptidase activity; actives 0.15% (n = 340,000); recombinant ERAP1, Leu-AMC fluorescence, 60 min; inhibition, % at 10.7 µM;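 active = mean replicate inhibition of at least 30%, or all replicates individually reaching that 30% level; inactive = mean below 30% and not every replicate reaching it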;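 also: 0% = neutral control wells and 100% = L-leucinethiol positive control wells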
An asterisk follows results filed as active; ? = inconclusive. Some of the compounds tested; count on the stated rates, not on these rows.

SMILES	RAD52 anneal inh	E-sel inducer	ERAP1 HTS inh
CCCCOCCCNC(=O)C[C@@H]1C[C@@]2(C(=O)OC)CCCCC=C2N(CCc2ccc(OC)c(OC)c2)C1=O	-12	?	-3
O=C(NCc1ccccc1)C(C1CC1)n1c(=O)c(-c2cc3ccccc3[nH]2)nc2ccccc21 (stereo not drawn)	-30	0.0	-8
Cn1ncc(Cl)c1C(=O)N1CCN(c2ncccn2)CC1	-17	-0.1	2
CN1C(=O)CSc2ccc(NC(=O)NCc3ccc(F)cc3)cc21	-15	3.2	-8
N#CC(=Cc1ccncc1)c1ccccc1	5	-0.1	0
OCCNCc1ccc(-c2ccccc2)cc1	2	-3.2	0
COC(=O)[C@@]12C[C@@H](CC(=O)NCc3cccc(C(F)(F)F)c3)C(=O)N(CCc3ccc(OC)c(OC)c3)C1=CCC(C)(C)C2	-15	-0.3	0
CC12C(=O)N(c3ccc(C(=O)N4CCOCC4)cc3)C(=O)C1C1c3ccccc3C2c2ccccc21 (stereo not drawn)	2	3.1	4
Cc1ccc(NS(=O)(=O)c2cccc(C(=O)NCCc3c[nH]c4ccccc34)c2)c(C)c1	-37	1.7	1
CC1CCCC(C)N1CCNC(=O)CCn1nc(-c2ccccc2)ccc1=O (stereo not drawn)	-17	-0.5	0
C=C1C(=O)C23C(O)C1CCC2C12CCCC(C)(COC(C)=O)C1C(O)C3(O)OC2 (stereo not drawn)	0	-0.3	1
COc1ccc(-c2ocnc2C(=O)NCc2nn(-c3ccccc3)nc2C)cc1	-11	-0.5	-1
Cc1ccc(/C=C/C(=O)Nc2ccc(S(=O)(=O)Nc3ncccn3)cc2)cc1	-10	0.0	-3
CCOc1ccc(NC(=O)CSC2=NCCN2)cc1	3	-0.1	5
O=C(NCc1ccccc1)[C@H]1CCCN1C(=O)[C@H]1CCCN1C(=O)N1CCCCC1	-3	0.6	-3
COC(=O)/C=C1\OCc2cccc(C)c21	-12	0.0	-1
CC(=O)NCc1ccc(C(=O)CN2C(=O)NC3(CCCCC3C)C2=O)s1 (stereo not drawn)	-9	0.2	-2
Oc1c(Br)cc(Cl)cc1C=Nc1ccccc1Br	2	2.3	15
O=C(CNC(=O)c1ccc(F)cc1)NCc1ccc(Cl)cc1	-9	0.1	2
O=C1NC[C@H](CCCCN2C[C@H](Cc3ccc(O)cc3)N(CCc3ccccc3)C(=O)C2=O)N(CCc2ccc(O)cc2)C1=O	-10	0.1	-6
CC1(c2nnnn2Cc2ccccc2)CCC(=O)N1Cc1cccc(C(F)(F)F)c1 (stereo not drawn)	-9	0.0	14
COc1ccc(-c2nnc(SCC(=O)N/N=C/c3ccccc3C(=O)O)n2-c2ccccc2)cc1	3	-0.3	1
O=c1[nH]c(=O)c2nnc(N/N=C/c3ccccc3F)nc2[nH]1	-8	0.1	4
CCC1=C(OC(=O)N(CC)CC)N2C(=O)OC(=NCC3CC3)[C@]2(Cc2ccccc2)[C@H]2C1=CC[C@H]1C(=O)N(CC(=O)OC)C(=O)[C@H]12	-31	0.0	-1
CCOC(=O)C1CCN(C(=O)c2ccccc2)C(CC)C1=O (stereo not drawn)	-59	-1.6	1
Next structures follow:
SMILES	RAD52 anneal inh	E-sel inducer	ERAP1 HTS inh
COc1ccc(C2=NNC(c3cccnc3)=Nc3ccccc32)cc1	-22	1.5	-4
O=C(NN1C(=O)c2ccccc2C1=O)C1C2CCCCC21 (stereo not drawn)	-22	0.0	-2
COc1ccccc1NS(=O)(=O)c1cc(NC(=O)c2ccc(=O)[nH]c2)ccc1N1CCOCC1	5	-1.1	4
C=CCc1cc(OC)ccc1OCCOCCN1CCc2ccccc2C1	-3	0.1	-2
COc1cccc(N=C2SC(CC(=O)Nc3ccccc3)C(=O)N2Cc2ccccn2)c1 (stereo not drawn)	-95	0.8	1
COc1cc2c(cc1OC(C)=O)C(=O)CCCC2	-11	0.4	-10
CCn1c(=O)cc(N2CCOCC2)[nH]c1=O	6	-0.2	-4
C/C=C/c1ccc([C@H]2[C@@H](CO)N[C@@H]2CNC(=O)C2CCC2)cc1	-16	0.3	-1
Nc1[nH]c(C(=O)c2ccccc2)c(-c2ccccn2)c1C(=O)c1c[nH]c2ccccc12	-13	-0.2	2
COC(=O)c1cc(NC(=O)C2CCCN(S(=O)(=O)c3c(C)n[nH]c3C)C2)cc(C(=O)OC)c1 (stereo not drawn)	7	0.0	1
CCCCn1nnnc1C1(C)CCC(=O)N1Cc1ccco1 (stereo not drawn)	-10	0.2	3
O=[N+]([O-])c1ccc(COc2cccc(CO)c2)cc1	10	0.0	-3
COC(=O)C1=C(C)N(Cc2ccc(Cl)cc2)C(=S)NC1c1cccc(OC)c1 (stereo not drawn)	-14	-0.1	3
CCOC(CCNC(=O)c1cc2c(=O)[nH]c3ccccc3c2s1)OCC	-6	0.0	4
COC(=O)c1cc2c(c3c4cc(OC)ccc4n(S(=O)(=O)c4ccc(OC)cc4)c13)C(=O)N(C)C2	-27	-0.2	-3
O=C1Nc2ccccc2-n2nnnc2C1N1CCN(c2cccc(C(F)(F)F)n2)CC1 (stereo not drawn)	-3	3.9	-3
COc1ccc(C2=Nc3ccccc3N(C(=O)c3ccc4ncccc4c3)C2C(=O)NC2CCCC2)cc1 (stereo not drawn)	-16	0.1	4
CCOC(=O)N1CCN(C(=O)C[C@@H]2C[C@@]3(C(=O)OC)CCCCC=C3N(CCc3ccc(OC)c(OC)c3)C2=O)CC1	7	-0.3	-1
O=C(c1ccc([N+](=O)[O-])cc1)N1CCc2ccccc21	-10	0.1	5
CCOC(=O)/C(=C\c1cn(C)c2ccccc12)[N+](=O)[O-]	-13	0.0	-2
CCC(=O)N1[C@H](CO)[C@H](c2ccc(-c3ccccc3OC)cc2)[C@H]1CNC(C)=O	-8	0.1	-1
COc1ccc(NC(=O)C(Sc2nnc3ccccn23)c2ccccc2)cc1Cl (stereo not drawn)	-16	4.5	-2
Cc1cc(C)c(C(=O)COC(=O)CCn2c(C)csc2=O)cc1C	-17	-0.7	-3
Cc1cccnc1NC(=O)CNC(=O)C12CC3CC(CC(Cl)(C3)C1)C2	-3	3.0	-5
COc1ccc(C2CC(=O)C(c3ccc(C(F)(F)F)cc3)=CN2Cc2ccccc2)cc1 (stereo not drawn)	-2	-0.3	0
More results
SMILES	RAD52 anneal inh	E-sel inducer	ERAP1 HTS inh
CCCNC(=O)COC(=O)c1cc(-c2ccc(OC)cc2)nc2ccccc12	-9	-1.0	7
O=[N+]([O-])c1cccc(N=Cc2sc3ccccc3c2O)c1	-8	6.4	0
CC(C)Oc1ccc(OCCn2c(=S)[nH]c3c(N)ncnc32)cc1	-1	7.1	3
COC(=O)C1=C(C)N(C)C(=NCc2ccc3c(c2)OCO3)NC1c1ccc(Cl)cc1 (stereo not drawn)	-8	0.6	0
CN(Cc1ccccc1)C(=O)c1cccc(NC(=O)Cc2ccc(NC(=O)C3CCCN(S(=O)(=O)c4cccc([N+](=O)[O-])c4)C3)cc2)c1 (stereo not drawn)	-4	0.5	1
COC(=O)C[C@@H]1CC[C@H](NC(=O)Cc2ccccn2)[C@@H](CO)O1	-22	-0.3	-1
COC(=O)C1=C(C)N(CC(C)C)C(=S)NC1c1cccc(OC)c1 (stereo not drawn)	-10	-0.1	1
O=C(/C=C1\OCc2ccccc21)OCc1ccccc1	-9	0.1	3
Cc1ccc(S(=O)(=O)N2CCC(C(=O)OCCOc3ccccc3)CC2)cc1C	-16	-0.2	0
C=CC[n+]1c(-c2ccc(C)cc2)csc1Nc1ccc(NC(C)=O)cc1	-15	-2.1	1
COc1ccc(N2CCN(C(c3ccccc3)c3nnnn3C(C)(C)C)CC2)cc1 (stereo not drawn)	-3	0.3	0
COc1ccc(-c2ccc3c(n2)CCCN3S(=O)(=O)c2ccc(C#N)cc2)cc1	4	-0.2	-5
O=C(CSc1nc2ccccc2[nH]1)N/N=C/C=C\c1ccccc1[N+](=O)[O-]	-8	-2.6	-2
COc1cc(/C=N/NC(=O)c2ccccn2)cc2c1OCO2	-12	-0.2	3
COc1ccc(C(=O)Nc2ccccc2Cc2ccccc2)c(OC)c1	-8	0.3	0
NC(=S)NNC(=O)Nc1cccc(Cl)c1	1	-3.1	1
O=C(CCCN1CCC(C(O)c2ccc(F)cc2)CC1)c1ccc(F)cc1 (stereo not drawn)	-3	-0.1	-1
O=C(NCCO)OC1CC2CC1[C@H]1CCCCN1C2=O (stereo partly drawn)	-3	0.1	-1
CC(C)N(C)CCOC(=O)C1COc2ccccc2O1 (stereo not drawn)	3	0.0	-3
CCCCS(=O)(=O)N1CCCc2nc(CC)c(CC)cc21	-15	0.2	-1
CCCCNC(=O)C(c1ccc(OCC(=O)OC)c(C(=O)OC)c1)N(CCOC)C(=O)CCCCCN1C(=O)NC(c2ccc(-c3ccccc3)cc2)C(C(=O)OCc2ccccc2)=C1C (stereo not drawn)	-15	-0.3	3
O=C(Cc1cccnc1)N1CC2(C1)[C@H](c1ccccc1)[C@H](CO)N2C(=O)C1CCCC1	-1	0.1	4
COc1ccccc1-n1cnnc1SC(C)C(=O)Nc1ccc(NC(C)=O)cc1 (stereo not drawn)	-6	-0.5	3
COc1ccc2c3c([nH]c2c1)[C@@H](CO)N(S(=O)(=O)c1cn(C)cn1)CC31CCN(CC2CC2)CC1	16	1.7	0
Cc1cccc(C)c1OCc1nnc(SCC(=O)O)n1-c1c(C)cccc1C	-23	0.7	-2

Reformatted with values under each structure: part of the list above
Every second line gives: RAD52 anneal inh, E-sel inducer, ERAP1 HTS inh
CCCNC(=O)COC(=O)c1cc(-c2ccc(OC)cc2)nc2ccccc12
 : -9, -1.0, 7
O=[N+]([O-])c1cccc(N=Cc2sc3ccccc3c2O)c1
 : -8, 6.4, 0
CC(C)Oc1ccc(OCCn2c(=S)[nH]c3c(N)ncnc32)cc1
 : -1, 7.1, 3
COC(=O)C1=C(C)N(C)C(=NCc2ccc3c(c2)OCO3)NC1c1ccc(Cl)cc1 (stereo not drawn)
 : -8, 0.6, 0
CN(Cc1ccccc1)C(=O)c1cccc(NC(=O)Cc2ccc(NC(=O)C3CCCN(S(=O)(=O)c4cccc([N+](=O)[O-])c4)C3)cc2)c1 (stereo not drawn)
 : -4, 0.5, 1
COC(=O)C[C@@H]1CC[C@H](NC(=O)Cc2ccccn2)[C@@H](CO)O1
 : -22, -0.3, -1
COC(=O)C1=C(C)N(CC(C)C)C(=S)NC1c1cccc(OC)c1 (stereo not drawn)
 : -10, -0.1, 1
O=C(/C=C1\OCc2ccccc21)OCc1ccccc1
 : -9, 0.1, 3
Cc1ccc(S(=O)(=O)N2CCC(C(=O)OCCOc3ccccc3)CC2)cc1C
 : -16, -0.2, 0
C=CC[n+]1c(-c2ccc(C)cc2)csc1Nc1ccc(NC(C)=O)cc1
 : -15, -2.1, 1
COc1ccc(N2CCN(C(c3ccccc3)c3nnnn3C(C)(C)C)CC2)cc1 (stereo not drawn)
 : -3, 0.3, 0
COc1ccc(-c2ccc3c(n2)CCCN3S(=O)(=O)c2ccc(C#N)cc2)cc1
 : 4, -0.2, -5
O=C(CSc1nc2ccccc2[nH]1)N/N=C/C=C\c1ccccc1[N+](=O)[O-]
 : -8, -2.6, -2

(continued)
SMILES	RAD52 anneal inh	E-sel inducer	ERAP1 HTS inh
Nc1cccc(Nc2ccccc2)c1	6	2.7	-3
CC(=O)N1CCN(Cc2nc(-c3cccc(Cl)c3)no2)CC1	-8	1.0	5
O=C(c1ccc(S(=O)(=O)NCc2ccco2)cc1)N1CCN(Cc2ccccc2)CC1	-11	-0.4	-2
COCC(=O)NC[C@H]1N[C@H](CO)[C@@H]1c1ccc(C#CC2CCCCC2)cc1	-35	0.0	0
Cc1ccccc1NC(=O)C(C)OC(=O)CNS(=O)(=O)c1ccc(C#N)cc1 (stereo not drawn)	-23	-0.6	4
COc1ccc2[nH]cc(CCNC(=O)C3CCCO3)c2c1 (stereo not drawn)	-15	0.1	-6
CCCn1nnc(NC(=O)/C=C/c2ccco2)n1	-7	1.1	14
O=C(C(=O)N1CCN(S(=O)(=O)c2ccc(C(F)(F)F)cc2)CC1)c1cccc(C(F)(F)F)c1	-16	0.0	3
O=C(NCc1ccccc1)[C@@H]1CCCN1C(=O)[C@H]1CCCN1C(=O)c1ccc(F)cc1	5	0.1	0
CCC(=NNc1ccc([N+](=O)[O-])cc1[N+](=O)[O-])c1ccccc1	-32	0.2	-3
Cc1cc(NC(=O)CSc2nccn2-c2cccc(C)c2C)no1	-4	-0.2	-2
CCS(=O)c1ccccc1C(=O)OC(C)C(=O)Nc1ccc(S(=O)(=O)N2CCCC2)cc1 (stereo not drawn)	-29	-2.2	5
CC(=O)N1CCc2c(sc(NC(=O)CCS(=O)(=O)c3ccc(C)cc3)c2C#N)C1	-6	-0.1	0
COC(=O)c1cc2c(c3c4cc(F)ccc4n(S(=O)(=O)c4ccc(OC)cc4)c13)C(=O)N(C)C2	-35	0.9	-2
COCC1CCN(C(=O)c2cc(COc3ccc(OC)cc3Cl)on2)C1 (stereo not drawn)	-5	-0.5	-1
O=C(Nc1ncccn1)C1c2ccccc2Oc2ccccc21	-13	-0.1	-1
COCC(C)NC(=S)NCCc1ccc(Cl)cc1Cl (stereo not drawn)	-5	3.5	4
COC(=O)[C@]12CCCCC=C1N(Cc1ccc(Cl)cc1Cl)C(=O)[C@H](CC(=O)NCc1cccc(C(F)(F)F)c1)C2	-5	0.0	0
CC(C)OC(=O)CSc1nnc2c(n1)[nH]c1ccc(F)cc12	-3	0.0	1
CC(C)C(=O)Nc1ccc(C(=O)N/N=C/C2CC3C=CC2C3)cc1 (stereo not drawn)	-7	0.8	-6
